SKN-1 inh: suppressors of acrylamide-induced Pgst-4::GFP reporter in worms, primary screen, SKN-1 inhibitor project, whole organism, uHTS, GFP/RFP fluorescence ratio, strain VP596; C. elegans VP596 Pgst-4::GFP/RFP ratio, 24 h; inhibition, % at 21.8 µM; hit rate 0.49% among 360,000;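 active = interference check ratio from 0.5 to 1.5 plus GFP to RFP signal ratio inhibition reaching or exceeding a fixed threshold, cut at about 30% in these data, passing the limit was not always enough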; note: some compounds called inactive have numbers as strong as hits
MT1-MMP act inh: blockers of MT1-MMP proenzyme processing, primary screen, HT1080 RFP-PRO-GFP cells, GFP/RFP fluorescence | Matrix metalloproteinase-14 (Homo sapiens), P50281 | GFP/RFP ratio fluorescence, overnight; percent of plate control window, DMSO zero | GFP/RFP ratio change, % at 20 µM | hit rate 0.061% among 360,000;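 active = GFP/RFP ratio change of at least 30% with cell ATP level not reduced by more than half and red fluorescence within 50% of control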; note: strong numbers were not always called active
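Test system: HT1080 RFP-PRO-GFP cells; Benchmarks: DMSO and RFP-L50D-GFP cell wells; Timing: cells overnight before dosing, compound overnight, 37 °C, 5% CO2; Compound: one 20 µM compound dose with 1% DMSO; Read-out: GFP/RFP fluorescence ratio.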
PABP1 MLLE inh: inhibitors of PABP1 MLLE–PAM2 peptide binding, primary screen, biochemical, fluorescence polarization, FITC-PAM2, GST-MLLE. Polyadenylate-binding protein 1 (Homo sapiens), P11940. AID 588489, 2011. hit rate 0.36% among 360,000. inhibition, % at 20 µM; in the data active = inhibition above about 35%, passing the limit was not always enough;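 note: plate controls were DMSO wells with GST-MLLE for no effect and wells lacking GST-MLLE protein for full effect; some results filed as inactive read as strong as hits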
FAS-TE inh: FAS thioesterase domain inhibitors, primary screen, biochemical, fluorescence intensity, uHTS. hit rate 0.67% among 360,000. Fatty acid synthase (Homo sapiens), P49327. recombinant FAS-TE, OMFH fluorogenic substrate, fluorescence endpoint. AID 602261, 2012. inhibition, % at 15 µM;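 active = compounds whose normalised, plate-corrected inhibition of enzyme fluorescence in the single-dose primary screen is 50% or more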;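 note: 0% = DMSO with enzyme and 100% = substrate without enzyme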
Rin1-Abl PPI inh: inhibitors of Rin1-Abl protein binding, primary screen, biochemical, TR-FRET | Tyrosine-protein kinase ABL1 (Homo sapiens) + Ras and Rab interactor 1 (Homo sapiens), … | inhibition, % at 7.35 µM | hit rate 0.4% among 360,000 | AID 588664, 2011; in the data active = inhibition above about 5%, passing the limit was not always enough
NadD block: inhibitors of S. aureus NadD, primary screen, biochemical, colorimetric, uHTS; Nicotinate-nucleotide adenylyltransferase NadD (Staphylococcus aureus N315); purified NadD enzyme, colorimetric absorbance read-out; inhibition, % at 20 µM; hit rate 0.78% among 360,000; AID 602399, 2012; in the data active = inhibition above about 26%; note: some compounds past the cut are filed as inactive
Neddyl block: inhibitors of cullin neddylation, primary screen, biochemical, TR-FRET, uHTS, NAE and Ubc12; hit rate 0.58% among 360,000; calls only at 25 µM; NEDD8-conjugating enzyme Ubc12 (Homo sapiens) + NEDD8-activating enzyme E1 regulatory …; in the data active = inhibition above about 36%
Target sequence (P61081 whole entry, looked up): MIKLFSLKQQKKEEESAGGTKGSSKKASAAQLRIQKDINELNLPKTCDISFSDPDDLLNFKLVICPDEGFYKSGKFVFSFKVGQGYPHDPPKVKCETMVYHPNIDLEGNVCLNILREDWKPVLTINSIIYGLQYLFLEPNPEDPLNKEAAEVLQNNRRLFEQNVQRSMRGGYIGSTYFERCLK
Target sequence (Q13564 whole entry, looked up): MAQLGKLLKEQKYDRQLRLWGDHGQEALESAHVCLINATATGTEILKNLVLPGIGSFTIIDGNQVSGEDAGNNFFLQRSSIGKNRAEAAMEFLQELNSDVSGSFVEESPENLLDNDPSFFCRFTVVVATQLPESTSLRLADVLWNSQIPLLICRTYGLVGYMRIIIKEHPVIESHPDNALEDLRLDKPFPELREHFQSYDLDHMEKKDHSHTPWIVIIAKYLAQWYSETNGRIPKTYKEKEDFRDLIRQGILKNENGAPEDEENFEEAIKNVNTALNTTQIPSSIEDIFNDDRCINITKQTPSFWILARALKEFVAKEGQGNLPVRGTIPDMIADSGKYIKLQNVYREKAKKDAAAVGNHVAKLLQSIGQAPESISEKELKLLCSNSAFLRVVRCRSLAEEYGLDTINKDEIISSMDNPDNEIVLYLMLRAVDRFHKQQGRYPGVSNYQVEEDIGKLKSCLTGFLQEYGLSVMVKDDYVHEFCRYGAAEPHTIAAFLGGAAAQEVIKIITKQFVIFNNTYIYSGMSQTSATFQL
CSN inh: inhibitors of CSN-mediated cullin deneddylation, primary screen, biochemical, fluorescence polarization, uHTS. hit rate 0.38% among 360,000. AID 651999, 2013. inhibition, % at 12.5 µM. Purified CSN, SCF-Nedd8-OG deneddylation;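 active = pattern-corrected inhibition above about 35%, with an unprinted fluorescence ratio check between 0.5 and 1.5, limit read from the data, passing the limit was not always enough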;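 note: 0% = enzyme with substrate and 100% = substrate without enzyme; some results filed as inactive read as strong as hits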
Target sequence (Q92905 whole entry, looked up, one chain of several): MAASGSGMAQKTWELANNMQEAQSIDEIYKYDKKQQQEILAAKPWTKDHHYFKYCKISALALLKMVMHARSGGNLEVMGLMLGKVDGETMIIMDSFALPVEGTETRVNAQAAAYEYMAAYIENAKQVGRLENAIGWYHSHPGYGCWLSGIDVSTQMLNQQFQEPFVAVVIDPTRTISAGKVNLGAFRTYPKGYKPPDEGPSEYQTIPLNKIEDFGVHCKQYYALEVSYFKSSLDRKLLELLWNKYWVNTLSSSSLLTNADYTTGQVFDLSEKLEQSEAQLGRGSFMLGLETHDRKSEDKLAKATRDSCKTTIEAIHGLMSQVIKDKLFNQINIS
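Test system: Human Csn5 produced in HEK293T cells | Compound: 12.5 µM single point | Times: 90 min, room temperature | Signal: Fluorescence polarization readout | Read-out basis: % inhibition of substrate cleavage by Csn5 | Controls: no-enzyme wells high, enzyme-with-substrate wells low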
Rpn11 inh: Rpn11 (PSMD14) deubiquitinase inhibitors, primary screen, biochemical, fluorescence polarization, uHTS | 26S proteasome non-ATPase regulatory subunit 14 (Homo sapiens), O00487 | human 26S proteasome, Ub4-pepOG fluorescence polarization; 20S core pre-blocked with epoxomicin | calls only at 20 µM | hit rate 0.59% among 360,000 | AID 588493, 2011;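 active = inhibition at 20 µM, scaled to each plate's controls, above about 33%, limit read from the data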
An asterisk follows results filed as active; i = inactive; / = not tested or not shown; + = active, no number. The order is random (roughly 3.9% active in at least one column).

The first two compounds as a preview:
SMILES	SKN-1 inh	MT1-MMP act inh	PABP1 MLLE inh	FAS-TE inh	Rin1-Abl PPI inh	NadD block	Neddyl block	CSN inh	Rpn11 inh
O=C(NNC1=C(C(=O)C(F)(F)F)CCC1)c1cccc(Cl)c1	4	4	4	20	1	-3	i	-3	i
CC1CCCCC12NC(=O)N(CC(=O)N1CCN(Cc3ccc(C#N)cc3)CC1)C2=O (stereo not given)	-1	0	13	-5	1	-7	i	2	i

The list itself, repeating the preview:
SMILES	SKN-1 inh	MT1-MMP act inh	PABP1 MLLE inh	FAS-TE inh	Rin1-Abl PPI inh	NadD block	Neddyl block	CSN inh	Rpn11 inh
O=C(NNC1=C(C(=O)C(F)(F)F)CCC1)c1cccc(Cl)c1	4	4	4	20	1	-3	i	-3	i
CC1CCCCC12NC(=O)N(CC(=O)N1CCN(Cc3ccc(C#N)cc3)CC1)C2=O (stereo not given)	-1	0	13	-5	1	-7	i	2	i
CCc1ccc(N2CC(C(=O)Nc3ccc(S(=O)(=O)Nc4ncccn4)cc3)CC2=O)cc1 (stereo not given)	5	2	8	0	2	3	i	1	i
O=C(Nc1ccccc1)C1CCCCN1S(=O)(=O)c1ccccc1 (stereo not given)	15	2	4	3	-1	-5	i	-5	i
O=C(NCc1ccccn1)c1ccccc1-c1ccccc1	4	0	-6	-1	2	-1	i	-11	i
CC(C)(C)c1ccc(C(=O)N2CCC(=O)N([C@H](COCc3ccccc3)Cc3ccccc3)CC2)cc1	-8	-3	/	26	/	-5	i	2	/
COc1ccc(CCNC(=O)[C@H](CC(C)C)NC(=O)N2CCn3c2nc2ccccc23)cc1OC	-7	2	12	0	-3	4	i	0	i
COc1cc(/C=C2/SC(=O)N(CC(=O)N3CCCC3)C2=O)ccc1Oc1ccc([N+](=O)[O-])cn1	1	-5	-1	14	0	-5	i	4	i
COC(=O)c1[nH]c2ccc(Br)cc2c1NC(=O)C(C)N1CCN(C2CCCCC2)CC1 (stereo not given)	-13	3	4	-3	1	-10	i	-4	i
Cc1ccc(CNC(=O)CN2CCCC(C)C2)cc1 (stereo not given)	5	0	-4	-7	-1	0	i	1	i
CCCCOc1ccc(Cl)cc1CSc1nnc(C)n1N	1	1	-12	-4	-4	-1	i	1	i
O=C(Nc1cccc(Cl)c1)c1ccc(NCC2CCCO2)c([N+](=O)[O-])c1 (stereo not given)	11	-16	-46	-9	1	-4	i	20	/
CCCc1cc(C(=O)NNC(=S)Nc2cccc(C)c2)cs1	12	3	28	-4	-4	3	i	-13	i
COc1ccc(/C=C/C(=O)NC(=S)NNC(=O)c2ccco2)cc1	3	6	-11	1	-5	5	i	2	i
COc1cc(CNc2ccccc2)c([N+](=O)[O-])cc1OC	-19	10	2	1	1	-4	i	-1	i
NC1=NC(=Nc2ccc(Br)cc2)c2ccccc21	23	-4	-3	-23	2	-2	i	-3	i
O=c1c2c(nc3n1CCCCC3)sc1c(O)cccc12	11	-2	-3	-1	12*	1	i	1	i
CC(=O)c1cn(CC(=O)NCc2cccnc2)c2ccccc12	11	-2	0	-5	1	0	i	2	i
CC(CCCN(C)C)C(Cc1ccccc1)c1ccccc1 (stereo not given)	6	-3	0	-2	0	0	i	1	i
CC(=O)c1cccc(-c2ccnc3c2CC(C(=O)Nc2ccc(F)c(Cl)c2)O3)c1 (stereo not given)	8	-2	2	60*	-2	-5	i	-2	i
COCCSc1ccccc1C(=O)Nc1ccc(Cl)cn1	9	-2	-2	-4	-1	-4	i	-4	i
COc1ccccc1C(=O)Nc1cccc(NC(=O)c2ccccc2OC)n1	-16	2	9	23	0	4	i	7	i
Cc1cccc(C(=O)O)c1O	1	2	2	-2	-3	6	i	-1	i
O=C1CC(c2ccc(O)cc2)Oc2cc(O)ccc21 (stereo not given)	5	-3	-2	-2	3	-6	i	-2	i
Cc1nc2c(-c3ccc(Cl)cc3)cnn2c(N)c1-c1ccc(F)cc1	6	9	13	28	2	2	/	-5	i
Cc1nc2cnccc2n1C	11	-5	-3	-6	-1	2	i	0	i
COCCNC(=O)C(=O)N/N=C/c1cccs1	-2	2	-3	-4	2	0	i	4	i
C=CCn1c(SCN2C(=O)c3ccccc3C2=O)nc2ccc(Cl)cc2c1=O	-2	-8	-73	22	2	-4	i	-1	i
Cc1cccc(-c2cc(C(=O)NCc3ccccn3)c3ccccc3n2)c1	-3	0	-7	1	-3	1	i	6	i
O=S1(=O)CC(N2CCN(CCO)CC2)CN1C1CCCCC1 (stereo not given)	-2	-1	2	-9	5	-1	i	-5	i
CCCCC[C@H](C)N1C[C@@H](COCc2ccccc2)Oc2cc(N3CC[C@@H](N(C)C)C3)ccc2S1(=O)=O	7	5	/	26	/	4	i	-5	/
Cc1cc(C)c(NC(=O)COC(=O)Cc2cccs2)c(C)c1	3	0	4	4	-1	-6	i	0	i
O=[N+]([O-])c1ccc(S(=O)(=O)N/N=C/c2ccc3c(c2)OCO3)cc1	-7	0	9	72*	-1	-4	i	5	i
CN(C)S(=O)(=O)c1ccc(/C(O)=C2/C(=O)C(=O)N(CCCN3CCOCC3)C2c2ccncc2)cc1 (stereo not given)	-7	-8	3	-6	1	-1	i	2	i
N#Cc1cc(C(=O)Cc2ccccc2)c[nH]1	3	4	-13	-13	0	-5	i	6	i
CC(=O)c1ccc(NC(=O)CN2C(=O)NC3(CCCc4ccccc43)C2=O)cc1 (stereo not given)	-13	-2	2	1	4	1	i	-4	i
CC(=O)Oc1ccc2nc(/C=C/c3ccccc3)oc(=O)c2c1	15	2	2	20	2	-2	+	2	i
c1ccc(-c2cnc(-c3ccccc3)nc2)cc1	6	-1	-12	-5	2	5	i	8	i
COc1cc(/C=C(\C#N)C(=O)N2CCc3ccccc32)ccc1O	0	-40	-76	6	2	-1	i	8	+
CC(=O)Nc1nonc1-c1nc2ccccc2n1CCC(C)C	-13	-8	-6	13	-2	-7	i	3	i
CC1CCN(C(c2ccc(N(C)C)cc2)c2nnnn2Cc2ccccc2)CC1 (stereo not given)	-16	-5	2	18	0	-2	i	-2	i
CCOc1ccccc1NC(=O)N1CCC(NC(=O)c2cccc(C)c2)CC1	12	-1	-17	-5	3	17	i	0	i
CC(C)C(NS(=O)(=O)c1cccc2nsnc12)C(=O)NCc1ccc2c(c1)OCO2 (stereo not given)	-4	-1	-5	-10	-3	-2	i	-2	i
O=C(Nc1scc(-c2cccs2)c1C(=O)O)c1cccs1	-4	3	21	1	-3	-11	i	3	i
CCn1nnc(NC(=O)c2ccc(Br)o2)n1	7	2	3	-6	1	-7	i	-2	i

3 of the entries above in order of their number in CSN inh, descending.
| Molecule | CSN inh |
| --- | --- |
| COc1cc(/C=C(\C#N)C(=O)N2CCc3ccccc32)ccc1O | 8 |
| CN(C)S(=O)(=O)c1ccc(/C(O)=C2/C(=O)C(=O)N(CCCN3CCOCC3)C2c2ccncc2)cc1 (stereo not given) | 2 |
| CC(=O)c1ccc(NC(=O)CN2C(=O)NC3(CCCc4ccccc43)C2=O)cc1 (stereo not given) | -4 |

Limited to Rpn11 inh and MT1-MMP act inh, for some of the entries so far:
Molecule | Rpn11 inh | MT1-MMP act inh
N#Cc1cc(C(=O)Cc2ccccc2)c[nH]1 | i | 4
CC(=O)c1ccc(NC(=O)CN2C(=O)NC3(CCCc4ccccc43)C2=O)cc1 (stereo not given) | i | -2
CC(=O)Oc1ccc2nc(/C=C/c3ccccc3)oc(=O)c2c1 | i | 2
c1ccc(-c2cnc(-c3ccccc3)nc2)cc1 | i | -1
COc1cc(/C=C(\C#N)C(=O)N2CCc3ccccc32)ccc1O | + | -40

Additional entries
SMILES	SKN-1 inh	MT1-MMP act inh	PABP1 MLLE inh	FAS-TE inh	Rin1-Abl PPI inh	NadD block	Neddyl block	CSN inh	Rpn11 inh
COc1ccc(S(=O)(=O)N(C)C[C@H]2OCCCC[C@H](C)Oc3ccc(N(C)C)cc3C(=O)N([C@H](C)CO)C[C@@H]2C)cc1	4	-2	-4	-4	-2	0	i	2	i
COc1cccc(OC)c1C(=O)NC(=S)Nc1ccc2c(c1)C(=O)N(C)C2=O	-6	-1	24	-8	-5	-2	i	-11	i
COC(=O)c1ccc(C(=O)Nc2ccc3nc(-c4cccnc4)[nH]c3c2)cc1	-1	6	0	-1	0	-3	i	11	i
Clc1ccccc1CSc1ncccn1	2	8	11	0	-4	-7	i	9	i
CC(OC(=O)Cn1cnc2c1c(=O)n(C)c(=O)n2C)C(=O)NC1CCCCC1C (stereo not given)	-11	-2	-22	-6	-1	-3	i	1	i
Cc1cccc(Nc2nc(-c3ccc(O)c(O)c3)cs2)n1	9	-5	5	2	2	-2	i	-4	i
Cc1ccc(NC(=O)c2ccc3c(c2)C(=O)N(c2cc(C)ccc2C)C3=O)nc1	-4	1	3	-2	3	-3	i	5	i
c1ccc(Cn2c(CNc3nc4ccccc4n3CCN3CCOCC3)nc3ccccc32)cc1	11	2	-1	8	3	-3	i	1	i
CCN(CC)CCC(c1ccc2c(c1)OCO2)c1c(OC)cc(OC)c2c(-c3ccccc3)cc(=O)oc12 (stereo not given)	1	-1	-6	-2	-4	4	i	-1	i
C=CCn1c(SCC(=O)Nc2cc(OC)c(NC(=O)c3ccco3)cc2OC)nnc1-c1ccncc1	0	-1	-7	-3	0	4	i	5	i
CCN(CC)C(CNC(=O)c1cc(=O)[nH]c2ccccc12)c1ccccc1Cl (stereo not given)	10	0	5	-4	1	-5	i	-3	i
Cc1sc(NC(=O)c2cccnc2)nc1-c1ccccc1	25	1	-13	1	-3	1	i	3	i
CC(C)n1cc(/C=N/Nc2ccc(Cl)c(C(=O)O)c2)c2ccccc21	11	-1	12	2	-2	17	i	40*	i
Oc1ccc(C[C@H]2CNC(=S)N2C[C@H]2CCCN2C[C@H](Cc2ccccc2)N2C[C@H](Cc3ccccc3)N(CC3CCCCC3)C2=S)cc1	-12	-4	/	-84	/	39*	i	2	/
Cc1ccc2nc(-c3ccc(NC(=O)CN(c4ccccc4C)S(C)(=O)=O)cc3)sc2c1	-1	-7	-21	20	1	15	/	2	i
CN1C(=O)C(O)(CC(=O)c2ccccn2)c2cc(Br)ccc21 (stereo not given)	11	-4	4	-8	-5	-3	i	-2	i
COCCCN=C1NN=C(c2cc(C)n(Cc3ccccc3Cl)c2C)CS1	8	3	-23	-41	5	10	i	1	i
Cc1ccc(/C=N/NC(=O)c2cccs2)cc1[N+](=O)[O-]	3	3	-2	8	4	2	i	-4	i
COc1ccc(OCC(=O)N(Cc2cccs2)C2CCS(=O)(=O)C2)cc1 (stereo not given)	2	2	16	-4	-1	2	i	-2	i
COc1ccccc1-c1nnc(SCC(=O)N2CCOCC2)o1	14	-3	11	-2	-2	3	i	-1	i
CC(C)(C)OC(=O)N1CCC[C@H]1C(=O)NCC1CCC(C(=O)O)CC1 (stereo not given in full)	6	-6	4	-10	0	5	i	2	i

Bioassay records from PubChem.
